# Autophagy mod = autophagy modulators in MEF cells, primary screen, imaging, high-content, MEF GFP-LC3; MEF GFP-LC3 puncta imaging; test concentration mostly 10 µM; calls only at 10 µM (by protocol); 190,000 compounds, 0.98% hits; AID 463193, 2010;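 active = percentage of spot-positive cells more than 3 SD above its plate mean, without a fluorescence outlier flag or 80% toxicity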;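 note: spot-positive cell cutoff set from DMSO-treated cells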
# Dynein cargo inh = inhibitors of GR-EGFP nuclear translocation, primary screen, dynein cargo transport inhibitor project, imaging, high-content, 3617.4 mouse cells; test concentration mostly 20 µM; stimulated with dexamethasone, 1 µM; stronger effect = lower value; z-score, hits read low; 220,000 compounds, 0.47% hits; AID 1381, 2008;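 active = plate z-score of nuclear minus cytoplasmic receptor signal below a set negative limit, without overly bright fluorescence or cell loss, cut at about -3.5 in these data, passing the limit was not always enough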;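 note: z-score of nuclear minus cytoplasmic ring GR-EGFP intensity difference per well; some compounds called inactive have numbers as strong as hits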
#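 Medium: Induction medium lacking tetracycline, stripped serum | Probe or stimulus: 1.0 µM final dexamethasone stimulus | Schedule: 48 h induction, then 1 h compound, then 30 min agonist, 37 °C | Signal: Automated 10x imaging of fixed Hoechst-stained cells | Evaluation: Per-cell GR-EGFP intensity, nucleus versus surrounding cytoplasmic ring, well-averaged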
# Hep lipid drop = inhibitors of hepatocyte lipid droplet formation, primary screen, imaging, high-throughput imaging, BODIPY stain; AML12 mouse hepatocytes, oleate lipid droplets; inhibition, % at 6.5 µM; 240,000 compounds, 0.4% hits; AID 1656, 2009;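 active = lipid droplet intensity inhibited by at least 50%, with more than 500 cells counted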
#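 material = mouse AML12 hepatocyte cell line, fixed after treatment | also added = 100 µM oleic acid challenge | doses = compound at 6.5 µM only | schedule = overnight exposure | technique = Image-based BODIPY and DAPI two-channel analysis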
# MT stabilize HCS = microtubule stabilizers in HeLa cells, primary screen, imaging, high-content imaging. HeLa tubulin immunostaining HCS, 24 h; share of cells brighter than vehicle mean+2SD. % tubulin-high responders, % at 10 µM. 200,000 compounds, 0.83% hits;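 active = plate Z-score above 3 for both tubulin-high and condensed-nucleus cell shares, with cell loss under 80%, at 10 µM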;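 note: anti alpha tubulin signal scored within the nucleus-defined area of each cell; some results filed as inactive read as strong as hits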
# HEK293 NOD2/NF-kB = NOD2 signaling inhibitors, cell-based, luminescence, uHTS, HEK293 (AID 1566). inhibition, % at 4 µM, or EC50 in µM where a hit was titrated. 290,000 compounds, 0.63% hits. HEK293 NOD2/NF-kB luciferase reporter, luminescence; higher % means a stronger effect; in the data active = inhibition above about 50%; note: many of its hits are not listed in these tables
# Yfh1-depleted yeast = enhancers of respiration in Yfh1-depleted yeast, dose response, Friedreich's ataxia, plus single-dose screen (AID 1465). 220,000 compounds, 0.074% hits. fold induction at 50 µM, or EC50 in µM where a hit was titrated. S. cerevisiae Yfh1-off respiration, WST-1 reduction, 72 h; higher fold induction means a stronger effect;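 active = fold induction of absorbance versus untreated yeast above a set limit, then at least 30% activation at any dose in follow-up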;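 note: activators that raise dye reduction in frataxin-depleted yeast; strong numbers were not always called active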
# Insulin prom up = insulin promoter activators in MIN6 cells, imaging, high-content screening, mouse beta cells; MIN6 insulin promoter-GFP reporter; stronger effect = higher value; z-score at 5 µM; 190,000 compounds, 0.3% hits; AID 1625, 2009;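 active = z-score above 3 at 5 µM with at least 500 cells counted in the well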
# WT yeast gro inh = growth inhibition of WT strain, primary screen, mitochondrial fusion inhibitor project, WT and mutant strains, chemical genetic. mitochondrial fusion phenotypic screen. inhibition, % at 10 µM. 190,000 compounds, 2.1% hits. AID 1362, 2008; in the data active = inhibition above about 58%; tested in S. cerevisiae
# b-catenin transl = modulators of beta-catenin nuclear translocation, primary screen, imaging, HeLa cells, immunofluorescence, high-content; nuclear translocation activity, % at 5 µM; 190,000 compounds, 0.3% hits;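 active = nuclear translocation activity above 50% at 5 µM, with a well cell count of 50 or more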;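 note: per-cell ratio of nuclear to cytoplasmic median beta-catenin stain intensity; plate controls were DMSO negative control for no effect and GSK-3 inhibitor IX positive control for full effect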
#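 System: Human HeLa cells, endogenous beta-catenin | Compound dosing: 5 µM primary, 0.02–20 µM confirmation | Timing: 24 h compound exposure at 37°C, 5% CO2 | Measured by: Fluorescence imaging of beta-catenin antibody stain plus DAPI | Read-out basis: % activation of per-cell nuclear versus cytoplasmic median beta-catenin signal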
# WT yeast gro inh mutant strain = also measured in WT yeast gro inh; calls as there; inhibition, %; mitochondrial fusion phenotypic screen, mutant strain inhibition
# Dynein cargo inh cytoplasmic EGFP = second read-out of Dynein cargo inh, no call of its own (marks repeat the call); z-score; measured here: cytoplasmic GR-EGFP intensity; stronger effect = higher value
# Dynein cargo inh nuclear GR-EGFP = also measured in Dynein cargo inh; calls as there; z-score; measured here: nuclear GR-EGFP intensity;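 lower value marks the stronger effect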
# Dynein cargo inh cell count = also measured in Dynein cargo inh; calls as there; z-score; measured here: cell count per field
# Insulin prom up cell count = also measured in Insulin prom up; calls as there; cell count; measured here: cytotoxicity, nuclei count;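 total cells summed across four imaged fields per well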
# Hep lipid drop cells 6.5 µM = second read-out of Hep lipid drop, no call of its own (marks repeat the call); cell count; measured here: cell count, cytotoxicity flag;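 cells counted across two imaged fields per well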
# b-catenin transl cell count 5 µM = recorded beside b-catenin transl, whose call it bears; cell count; measured here: cell count, cytotoxicity flag
# MT stabilize HCS Hoechst-high % = recorded beside MT stabilize HCS, whose call it bears; % Hoechst-high responders; measured here: nuclear condensation Hoechst responders;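 share of cells brighter than vehicle mean plus two SD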
# MT stabilize HCS cytotoxicity % = second read-out of MT stabilize HCS, no call of its own (marks repeat the call); toxicity, %; measured here: cytotoxicity by cell density;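 0% = mean cell density of plate MIN control wells and 100% = no cells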
# Autophagy mod cell loss 18 h = recorded beside Autophagy mod, whose call it bears; toxicity, %; measured here: cell loss, nuclei count;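 cell loss after 18 h compound exposure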
# Starred values were filed as active, the others as inactive; i = inactive; · = not tested or not shown; + = active, no number. This is a subset; rates above refer to the full screens.
SMILES,Autophagy mod,Autophagy mod cell loss 18 h,Dynein cargo inh,Dynein cargo inh cytoplasmic EGFP,Dynein cargo inh nuclear GR-EGFP,Dynein cargo inh cell count,Hep lipid drop,Hep lipid drop cells 6.5 µM,MT stabilize HCS,MT stabilize HCS Hoechst-high %,MT stabilize HCS cytotoxicity %,HEK293 NOD2/NF-kB,Yfh1-depleted yeast,Insulin prom up,Insulin prom up cell count,WT yeast gro inh,WT yeast gro inh mutant strain,b-catenin transl,b-catenin transl cell count 5 µM
Cc1nc2ccc(NC(=O)NCc3ccco3)cc2s1,i,-5,0.38,0.12,0.24,0.66,-4,733,2.2,2.9,8.9,-20%,i,-0.14,1279,1,16,·,·
Cc1ccc(/C=N/NC(=O)c2ccccc2OCc2cccc(Br)c2)o1,i,-12,-1.2,-0.24,-0.37,1.2,-9,639,1.9,1.6,7.6,-9%,i,-0.31,1060,30,5,-0.4,1097
O=c1[nH]c(CCl)nc2cc(-c3ccc(Cl)cc3)sc12,i,8,-0.93,-0.21,-0.05,0.11,-18,743,2.0,1.3,3.0,-104%,i,·,·,-13,-11,4.5,1057
CCOc1ccccc1NC=C1C(=O)OC(C)(C)OC1=O,i,6,-0.85,-0.22,-0.45,0.63,·,·,1.6,1.3,4.8,4%,i,2.7,1371,13,1,-2.0,1390
Cc1cccc(CC2CC(=O)N(CCc3ccc4c(c3)OCO4)C2=O)c1 (stereo not drawn),i,-2,0.75,-0.089,0.98,-0.87,-14,726,3.5,2.1,1.4,25%,i,-0.45,1583,28,11,0.4,1012
COc1cc(C(=O)NCc2ccc(C(=O)NCC(OC)OC)cc2)cc(OC)c1OC,i,5,1.3,-0.17,0.85,-1.3,-2,738,3.3,2.5,2.6,6%,i,-0.19,1253,12,-3,·,·
Cc1c(NC(=O)c2ccccc2NS(=O)(=O)c2ccc(F)cc2)c(=O)n(-c2ccccc2)n1C,i,-3,0.33,-0.18,-0.093,0.51,·,·,1.8,1.1,1.4,6%,i,-0.04,1047,-1,-7,2.8,1162
COC(=O)c1ccc(NC(=S)NC(=O)c2cc(-c3ccccc3)nc3ccccc23)cc1,i,30,2,-0.0065,1.7,-1.9,2,723,0.6,1.7,6.9,-20%,·,0.55,966,4,-8,0.3,1005
COC(=O)c1ccc(OC(=O)CCN2C(=O)C3CCCCC3C2=O)cc1 (stereo not drawn),i,17,-0.11,-0.22,-0.021,-0.6,0,592,6.0,1.7,7.0,10%,i,-0.71,1522,6,4,0.5,1086
CCc1nc2ccccc2n1CC1CC1(Cl)Cl (stereo not drawn),i,16,0.12,-0.25,0.053,0.25,5,761,6.6,1.2,7.9,7%,i,2.4,1098,7,17,-2.9,1068
CCOc1ccc2nc(SC3CC(=O)N(c4ccc(C)cc4)C3=O)sc2c1 (stereo not drawn),i,-21,0.99,-0.21,0.84,0.0016,·,·,1.6,1.2,5.0,1%,i,0.53,1309,29,14,3.0,1436
O=C(Cn1nnc2ccccc21)c1ccc([N+](=O)[O-])cc1,·,·,-0.92,-0.85,-0.73,0.83,19,680,·,·,·,-6%,i,0.51,893,·,·,-0.2,1291
O=C(N=NC(=O)c1ccc2c(O)n(CC3CCCO3)c(O)c2c1)c1cccnc1 (stereo not drawn),·,·,0.21,0.1,0.14,-0.077,-3,669,·,·,·,2%,i,-0.15,1384,·,·,-0.3,1145
O=C(Nc1ccc2ccccc2c1)c1ccc(Cl)cc1Cl,·,·,-0.13,-0.27,-0.19,0.16,2,630,·,·,·,-219%,i,0.49,1098,·,·,0.0,1302
COCCCNc1nc2c(c(=O)[nH]c(=O)n2C)n1CC(O)COc1ccccc1 (stereo not drawn),i,5,-0.035,0.73,0.87,1.4,·,·,2.1,0.6,16,28%,i,0.36,1232,-8,-9,-5.9,794
C(=N\Nc1ncnc2nc[nH]c12)/c1cccs1,i,-1,-0.51,-0.11,-0.4,-0.18,0,687,3.1,3.0,1.9,-51%,i,0.51,1677,-11,-20,11,868
CC1CN(C2CCN(C(=O)c3cccc(Cl)c3)CC2)CC(C)O1 (stereo not drawn),i,2,0.8,-0.23,-0.63,-0.098,·,·,2.5,1.8,7.6,-1%,i,·,·,5,3,·,·
CC(C)c1cc(CN2CCOCC2)cc(C(C)C)c1O,·,·,0.34,-0.25,0.059,0.21,24,712,·,·,·,6%,i,·,·,·,·,-0.4,1285
C[C@@H]1CN(Cc2cn(C)nc2-c2cccc(Cl)c2)C[C@H](C)O1,i,8,-0.7,-0.22,-0.2,0.31,7,739,5.5,1.2,8.9,4%,i,-0.37,1571,-22,8,-1.6,1209
CCc1nnc(NC(=O)CN2C(=O)c3ccccc3C2=O)s1,i,24,-0.86,-0.27,0.22,0.4,·,·,3.4,1.9,9.5,2%,i,-0.39,1416,3,6,-6.0,974
Cc1ccc(C(=O)NCCNc2nc3cc(C)c(C)cc3cc2C)cc1,i,-12,-0.69,-0.23,-0.15,0.55,18,752,0.9,2.0,14,8%,i,-2,1399,16,9,0.1,1506
COc1cc(/C=N/N2C(=O)CSC2=S)ccc1O,i,1,0.27,-0.23,-0.11,0.6,16,791,0.8,1.6,6.5,1%,i,·,·,6,5,·,·
CCN(C(=O)COC(=O)c1c(NC(C)=O)sc(C)c1C)C1CCS(=O)(=O)C1 (stereo not drawn),i,8,-0.077,-0.25,-0.098,0.4,-16,681,5.0,2.9,8.3,24%,i,1.2,1443,0,7,-1.5,1036
COC(=O)C1=C(C)N(Cc2ccc(C)cc2)C(=O)C1,i,1,-0.56,-0.11,-0.6,0.69,·,·,1.2,2.3,7.6,9%,i,·,·,-9,-3,·,·
COc1ccc(-n2c(=S)[nH]c3cc(C(=O)NCCCN4CCOCC4)ccc3c2=O)c(OC)c1,i,-37,-0.38,0.37,-0.076,0.68,19,712,4.4,2.3,0.3,10%,i,0.17,1284,0,7,0.3,1128
CC(=O)Nc1sc(N/N=C\c2ccccc2)nc1-c1cccs1,i,5,-1.1,-0.18,-0.75,0.76,-8,333,3.4,3.5,8.6,-11%,i,0.32,1321,-18,-8,1.2,873
Cc1nn(CCC(N)=O)c2nc(-c3cccs3)cc(C(F)(F)F)c12,i,-2,-0.52,-0.067,-0.57,0.54,4,669,3.6,3.7,4.4,-12%,i,1.6,1336,-2,18,·,·
N#Cc1c(Nc2ccccc2C(F)(F)F)s[nH]c1=O,·,·,-2.4,0.24,-0.92,0.14,-6,699,·,·,·,8%,i,-0.02,1323,·,·,1.2,1323
Cc1cc(N2CCCC2)ccc1/C=C1\NC(=S)N(C)C1=O,+,14*,-3.3,4.9,-1.1,0.78,14,796,5.6,3.1,4.0,-97%,i,·,·,35,33,-3.2,998
CS(=O)(=O)N(CC(=O)N1CCN(c2ccccc2)CC1)c1cccc(Br)c1,i,3,-0.89,-0.41,-0.37,0.59,·,·,5.5,2.3,8.3,7%,i,-0.82,1120,0,7,-2.9,1079
O=C(NNC(=O)c1cc2cc3ccccc3nc2s1)c1cccc(C(F)(F)F)c1,i,-31,-0.16,-0.23,-0.68,0.1,·,·,2.6,2.3,7.2,1%,·,·,·,0,-24,·,·
CC(C)C(c1nnnn1CC1CCCO1)N1CCN(C2CCCC2)CC1 (stereo not drawn),i,6,-0.53,-0.2,-0.062,0.4,·,·,3.0,2.0,10,-1%,i,-0.54,1380,4,21,-0.4,1165
O=C(COc1ccccc1)NCc1nnc2c3ccccc3c(-c3ccccc3)nn12,i,-4,0.62,-0.073,0.49,0.098,-6,624,4.4,2.4,15,24%,i,-0.38,1523,-25,-22,2.3,1114
COc1ccc(Cn2nnnc2C(c2cccs2)N2CCOCC2)cc1 (stereo not drawn),i,4,0.72,-0.26,0.26,0.88,1,802,2.0,3.3,7.0,-3%,i,-0.88,1311,-5,-5,0.8,1175
CC1CN(C(=S)SCC(=O)c2ccc(Cl)cc2)CC(C)O1 (stereo not drawn),i,3,0.46,-0.13,0.14,-0.46,17,643,7.0,2.0,8.9,11%,i,·,·,4,-8,1.1,967

# Quoted at random: 2 entries already listed
SMILES,Autophagy mod,Autophagy mod cell loss 18 h,Dynein cargo inh,Dynein cargo inh cytoplasmic EGFP,Dynein cargo inh nuclear GR-EGFP,Dynein cargo inh cell count,Hep lipid drop,Hep lipid drop cells 6.5 µM,MT stabilize HCS,MT stabilize HCS Hoechst-high %,MT stabilize HCS cytotoxicity %,HEK293 NOD2/NF-kB,Yfh1-depleted yeast,Insulin prom up,Insulin prom up cell count,WT yeast gro inh,WT yeast gro inh mutant strain,b-catenin transl,b-catenin transl cell count 5 µM
O=C(NNC(=O)c1cc2cc3ccccc3nc2s1)c1cccc(C(F)(F)F)c1,i,-31,-0.16,-0.23,-0.68,0.1,·,·,2.6,2.3,7.2,1%,·,·,·,0,-24,·,·
O=C(COc1ccccc1)NCc1nnc2c3ccccc3c(-c3ccccc3)nn12,i,-4,0.62,-0.073,0.49,0.098,-6,624,4.4,2.4,15,24%,i,-0.38,1523,-25,-22,2.3,1114

# High-throughput results as filed in PubChem BioAssay.
